Screening results deposited in PubChem BioAssay by The Scripps Research Institute Molecular Screening Center.
phage Ecoli inh: growth loss of phage-infected E. coli, primary screen, RecBCD inhibitor project, absorbance, with phage, HTS; inhibition, % at 11.9 µM; hit rate 0.26% among 360,000; in the data active = inhibition above about 11%
Starred values were filed as active, the others as inactive. Not all compounds are listed; rates above refer to the full screens.

SMILES	phage Ecoli inh
Cc1cn([C@H]2C[C@H](O)[C@@H](/C=C/C(=O)NCCN3CCCCC3)O2)c(=O)[nH]c1=O	3.7
CC(C)[C@H](NC(=O)[C@@H](N)Cc1ccccc1)C(=O)N1CCC2CCN(Cc3ccccc3)CC21 (stereo partly specified)	-2.8
COc1ccc(-c2cc(NC(C)=O)c3ncc(-c4cccc(C(F)(F)F)c4)n3c2)c(OC)c1	0.3
COc1ccc(NC(=O)C2(C)Cc3c(-c4ccc(NC(C)=O)cc4)ccnc3O2)cc1 (stereo unspecified)	2.6
OCCN1CCN(c2cc(-c3ccc(CO)cc3)nc3ccnn23)CC1	1.2
Cc1ccc(S(=O)(=O)Nc2ccc(Nc3nccn4c(-c5ccc6ccccc6c5)cnc34)cc2)cc1	3.0
O=C(NCc1ccccc1)C(CCc1ccccc1)n1c(=O)c(-c2cc3ccccc3[nH]2)nc2ccccc21 (stereo unspecified)	2.1
CC(C)n1nnnc1C1c2ccccc2C(=O)N1CCc1c[nH]c2ccccc12 (stereo unspecified)	0.6
Nc1[nH]c(C(=O)c2ccccc2)c(-c2ccccc2Cl)c1C(=O)NCCc1c[nH]c2ccccc12	1.6
CN(C)c1ccc(-c2ccnc3c2CC(C)(C(=O)Nc2cccc(Oc4ccccc4)c2)O3)cc1 (stereo unspecified)	4.2
C[C@@H]1CCCCO[C@@H](CN(C)Cc2ccc(C(=O)O)cc2)[C@@H](C)CN([C@H](C)CO)C(=O)c2cc(NS(C)(=O)=O)ccc2O1	1.6
CCOC(=O)N1CCN(C(=O)C[C@@H]2C[C@@]3(C(=O)OCC)CCCC=C3N(Cc3ccc(Cl)cc3Cl)C2=O)CC1	-0.4
CN(Cc1ccccc1)C(=O)c1ccc2nc([C@H]3C[C@H](O)[C@@H](CO)O3)[nH]c2c1	-0.5
CCC(C(=O)NCc1ccccc1)n1c(Cc2cc(F)cc(F)c2)nc2ccccc21 (stereo unspecified)	3.2
CC1(C(=O)NCCc2ccccc2)Cc2c(-c3ccccc3)ccnc2O1 (stereo unspecified)	2.5
CC(C)(C)Cc1c(-c2cccc(Br)c2)nc2ccc(Br)cn12	0.4
N#Cc1ccc(S(=O)(=O)NCC2CCN(C(=O)C(=O)c3cc4ccccc4o3)CC2)cc1	2.7
CC1(C(=O)NCC(F)(F)F)CCN1C(=O)Cc1ccc(-c2ccccc2)cc1 (stereo unspecified)	1.2
Cc1cccc(CN2CCSCCS2(=O)=O)c1	2.5
COc1ccc2cc3[n+](cc2c1O)CCc1cc2c(cc1-3)OCO2	0.7

Random excerpt: 2 entries already listed.
SMILES	phage Ecoli inh
CCOC(=O)N1CCN(C(=O)C[C@@H]2C[C@@]3(C(=O)OCC)CCCC=C3N(Cc3ccc(Cl)cc3Cl)C2=O)CC1	-0.4
N#Cc1ccc(S(=O)(=O)NCC2CCN(C(=O)C(=O)c3cc4ccccc4o3)CC2)cc1	2.7

Additional compounds
SMILES	phage Ecoli inh
CC1(C(=O)Nc2ccccc2)Cc2c(-c3cccc(C(F)(F)F)c3)ccnc2O1 (stereo unspecified)	4.3
COC(=O)Cc1nnn2c1[C@H](C)[C@H](c1cccc(OC)c1OC)OCC2	3.6
COc1cccc(-c2cnc3c(NC(C)=O)cc(-c4cccc(NC(C)=O)c4)cn23)c1	0.4
CC1=C(C(=O)N(C(C)C)C(C)C)CC(CC(=O)NCCCN(C)C)C(=O)N1Cc1ccc(C(C)(C)C)cc1 (stereo unspecified)	3.3
CC1(C(=O)NC2CCN(Cc3ccccc3)CC2)CCN1Cc1ccc2ccccc2c1 (stereo unspecified)	1.3
COc1ccc(C(=O)ON=C(C)c2nccs2)cc1	0.3
Cn1nc(C(C)(C)C)cc1N1C(=O)CCC1(C)C(=O)NC1CCCCC1 (stereo unspecified)	1.5
COc1ccc(N2C(=O)c3n[nH]c(C(C)C)c3C2c2ccc(C)cc2)cc1 (stereo unspecified)	1.1
COC(=O)[C@H](Cc1ccccc1)N1CC=CS1(=O)=O	2.9
COCc1[nH]nc2c1C(c1ccc(C)cc1)N(Cc1ccccc1)C2=O (stereo unspecified)	-0.3
Cc1cc(C)n2c(NC3CCCCC3)c(-c3ccc(F)cc3)nc2n1	0.2
O=C(NCc1ccc(F)c(F)c1)c1cccc2c(-c3cccnc3)coc12	2.7
COc1ccc2c(c1)[C@@]1(OCCC=C[C@H]1C)C(=O)N2C/C=C(\C)CCC=C(C)C	1.3
CC(=O)Nc1ccc(C(=O)N2CCCCC2c2cc(C(=O)NCc3ccc(F)cc3)no2)cc1 (stereo unspecified)	3.0
COCCNc1nc(NCc2ccc(C(C)C)cc2)c2sccc2n1	4.1
Cc1ccc2nc(C(C)(C)C)c(Cc3ccccc3C(F)(F)F)n2c1	-1.2
Cc1nc2c(OCc3ccc(F)c(F)c3)cccn2c1N(C)C(=O)CCC1CCCC1	0.5
O[C@@H](Cc1ccccc1)[C@@H](/C=C/c1ccccc1)NCCc1ccccc1	3.3
CCCc1ccc(C(O)c2ncc(-c3ccc(C)cc3)[nH]2)cc1 (stereo unspecified)	3.0
O=C(Nc1ccc([N+](=O)[O-])cc1)OC1CCS(=O)(=O)C1 (stereo unspecified)	3.0
CCOC(=O)C1(C)CCN1C(=O)c1ccoc1 (stereo unspecified)	2.0
CC(=O)Nc1cccc(-c2ccnc3c2CC(C)(C(=O)NCc2ccc(N(C)C)cc2)O3)c1 (stereo unspecified)	4.2
CCCn1cc(C(=O)Nc2ccc(Oc3cccnc3)cc2)c2ccccc21	5.3
CN(C)c1ccc(-c2cccc3nccn23)cc1	0.6
CCC(CC)C(=O)N(C)c1c(C)nc2c(OCc3ccccc3OC)cccn12	0.5
COC(=O)c1ccc2nc(-c3cccc(Cl)c3)c(Cc3cccc(F)c3)n2c1	1.3
CCCCNC(=O)C(NC(=O)c1cnccn1)C(=O)c1ccccc1 (stereo unspecified)	-0.1
CCc1ccc2c(c1)NC(=O)C2(C)Cc1ccc(C(F)(F)F)o1 (stereo unspecified)	1.4
COCOc1ccc(-c2ncc(OC)nc2NC(=O)c2ccsc2)cc1	0.6
CCOP(=O)(OCC)C(Cc1ccc(OC)c(OC)c1)N=C(c1ccccc1)c1ccccc1 (stereo unspecified)	1.6
COc1ccc(OC)c(NC(=O)C2(C)CCN2CCOc2ccccc2)c1 (stereo unspecified)	3.0
O=S1(=O)CCSC[C@@H](CN2CCOCC2)N1	2.5
Nc1[nH]c(C(=O)c2ccccc2)c(-c2cccnc2)c1C(=O)c1ccccc1	1.2
O=C1NC(O)CCN1C1CC(O)C(CO)O1 (stereo unspecified)	3.9
COc1ccc(-c2nc3ccc(Cl)cn3c2Cc2ccccc2)cc1OC	3.3
CCCCCNC(=O)C(c1ccc(OC)cc1)n1c(=O)c(-c2cc3ccccc3[nH]2)nc2ccccc21 (stereo unspecified)	1.4
Cc1cc(C(=O)N2CCC2(C)C(=O)Nc2cccc3c2CCCC3)nn1C (stereo unspecified)	2.6
CCOC(=O)Cc1csc2nc(-c3ccccc3)cn12	5.7
CC(C)C1Cc2[nH]c(=S)[nH]c(=O)c2C(c2ccc(Cl)cc2)O1 (stereo unspecified)	-2.0
Cn1nc(C(C)(C)C)cc1NC(=O)C1(C)CCN1C(=O)c1ccccc1CCc1ccccc1 (stereo unspecified)	1.6
Cc1cc(F)ccc1-c1cc(C(=O)Nc2ccccc2)[nH]n1	2.0
CCOc1ccc(CCN2C(=O)C(=O)N([C@@H](CC(C)C)CN3CCC[C@H]3CN3C(=O)C(=O)NC[C@@H]3CC(C)C)C[C@@H]2Cc2ccc(O)cc2)cc1	2.7
O=C(NCCc1ccc(O)c(Br)c1)c1ccc(Br)o1	1.0
Cc1ccc(S(=O)(=O)N2[C@@H](CO)CO[C@H]2CC(=O)c2ccccc2)cc1	1.8
CSc1ccc(C(O)c2ncc(-c3cccc(OCc4ccccc4)c3)[nH]2)cc1 (stereo unspecified)	3.2
O=C(Nc1cccc(S(=O)(=O)N2CCCC2)c1)[C@H]1C[C@H](O)[C@@H](CO)O1	1.3
C[C@@H]1ON(C)[C@H]2C[C@H]3c4[nH]c5c(-c6ccc(F)cc6)cccc5c4CCN3C(=O)[C@@H]12	3.5
COC(=O)C1=C(C)N(Cc2ccc(C(F)(F)F)cc2)C(=NCc2ccccc2C(F)(F)F)NC1c1ccccc1C(F)(F)F (stereo unspecified)	3.3
CC(C)CC1OC(C)CC2=C1C(=O)OC(C)(C)O2 (stereo unspecified)	2.5
CN1CCC(C)(C(=O)Nc2ccc3c(c2)OCCO3)C1 (stereo unspecified)	2.2
The list continues:
SMILES	phage Ecoli inh
COc1ccc(Cl)cc1-c1noc([C@@H]2O[C@H](CO)[C@H](O)[C@H](O)[C@H]2O)n1	1.1
CCc1cc2c(nc1CC)CCCN2S(=O)(=O)c1ccccc1C	3.6
Cc1ccc(NC(=O)C2(C)CCN2C(=O)C2CCCCC2)cc1C (stereo unspecified)	-2.2
Cc1ccsc1-c1cc2nc(NCCCN(C)C)n(C)c(=O)c2s1	-0.3
Cc1ccc(S(=O)(=O)N2[C@@H](Cc3ccccc3)CO[C@H]2CC(=O)c2ccc(F)cc2)cc1	0.6
Cc1ccc(CN2CC(N3CCC(c4ccccc4)CC3)CS2(=O)=O)cc1 (stereo unspecified)	2.0
Oc1ccc(C[C@H]2CN([C@@H](Cc3ccc(O)cc3)CN3CCC[C@@H]3CN3C(=S)NC[C@@H]3Cc3ccccc3)C(=S)N2CC2CCCCCC2)cc1	6.3
CCc1nc2ccc(C(=O)Nc3ccc4c(c3)OCC(=O)N4)cn2c1N(CC)Cc1cccc(Br)c1	1.7
O=C1NC[C@H](CCCCN2C[C@H](Cc3ccccc3)N(CCc3ccc(O)cc3)C(=O)C2=O)N(CCc2ccccc2)C1=O	1.0
O=c1[nH]c(=O)c2ccccc2o1	1.8
Cc1ccccc1CNC(=O)c1csc([C@H]2C[C@H](O)[C@@H](CO)O2)n1	1.7
CCOC(=O)[C@]12CCCC=C1N(CCc1ccc(OC)c(OC)c1)C(=O)[C@H](CC(=O)NCCc1ccccc1OC)C2	-2.5
Nc1[nH]c(C(=O)c2ccccc2)c(-c2cccc3ccccc23)c1C(=O)c1cccs1	2.5
CC(C)C[C@H]1CNC(=S)N1C[C@H]1CCCN1C[C@H](Cc1ccc(O)cc1)N1C[C@H](CC(C)C)N(CC2CCCCCC2)C1=S	1.0
O=C(NCc1ccc(Br)cc1)OC1CC2CC1[C@H]1CCCCN1C2=O (stereo partly specified)	1.5
CCCC(=O)N1CCC1(C)C(=O)NS(=O)(=O)c1cccc(F)c1 (stereo unspecified)	0.8
CCOC(=O)[C@]12CCC=C1N(Cc1ccc(Cl)cc1Cl)C(=O)[C@H](CC(=O)NCc1cccc(C(F)(F)F)c1)C2	0.2
COCCCN1C(=O)C(CC(=O)NCCN2CCOCC2)CC(C(=O)N2CCOCC2)=C1C (stereo unspecified)	4.1
Cn1c(NCCN2CCCC2)nc2cc(-c3ccsc3)sc2c1=O	6.0
Cc1ccc(S(=O)(=O)C[C@@H]2OC[C@H](C)N2S(=O)(=O)c2ccc(C)cc2)cc1	0.6
COc1ccc(NC(=O)c2cccc3c(-c4cccnc4)coc23)cc1	0.8
CC1(C(=O)Nc2ccc(Cl)cc2)Cc2c(-c3cccc(C(N)=O)c3)ccnc2O1 (stereo unspecified)	0.2
CC(=O)C1=CCC(c2ccc(C)cc2)N(S(=O)(=O)c2ccc(C)cc2)C1 (stereo unspecified)	3.2
COc1cc(CN2C[C@@H](CO)O[C@@H](n3cnc4c(N5CCN(C)CC5)ncnc43)C2)cc(OC)c1OC	5.8
O=C1c2ccccc2C(c2nnnn2Cc2ccccc2)N1Cc1ccc2c(c1)OCO2 (stereo unspecified)	3.4
CCc1nc2ccc(C(=O)NCc3ccc4c(c3)OCO4)cn2c1N(C)Cc1ccc(OC)cc1	-3.3
CCCCn1nnnc1C(CCc1ccccc1)N1CCN(C/C=C/c2ccccc2)CC1 (stereo unspecified)	1.3
CC(N)c1csc(NC(=O)Nc2cccc(C(F)(F)F)c2)n1 (stereo unspecified)	4.1
O=C(Nc1ccn(CCOC(=O)c2ccccc2)c(=O)n1)c1ccccc1	2.5
COc1cccc(-c2nc(Cl)nc3cc(Cl)ccc23)c1	2.3
CC1(C(=O)NCc2ccccc2)CCC(=O)N1CCOc1ccccc1 (stereo unspecified)	2.1
O=C(Nc1nnc([C@@H]2C[C@H](O)[C@@H](CO)O2)s1)c1cccc2ccccc12	0.1
COCCNC(=O)C1CCCN(C(=O)COCc2ccccc2)CC1 (stereo unspecified)	2.6
CCc1nc2ccc(C(=O)NCc3ccc4c(c3)OCO4)cn2c1N(CC)CCN(C)C	0.5
Cc1ccc(C(O)c2ncc(-c3cccc(C(F)(F)F)c3)[nH]2)c(C)c1 (stereo unspecified)	1.9
O=C(NC(c1ccc(Cl)cc1)c1ccsc1)C1CCN(Cc2cccc(C(F)(F)F)c2)CC1 (stereo unspecified)	-2.2

Shown comma-delimited: 16 of the compounds above
structure,phage Ecoli inh
COc1ccc(NC(=O)c2cccc3c(-c4cccnc4)coc23)cc1,0.8
CC1(C(=O)Nc2ccc(Cl)cc2)Cc2c(-c3cccc(C(N)=O)c3)ccnc2O1 (stereo unspecified),0.2
CC(=O)C1=CCC(c2ccc(C)cc2)N(S(=O)(=O)c2ccc(C)cc2)C1 (stereo unspecified),3.2
COc1cc(CN2C[C@@H](CO)O[C@@H](n3cnc4c(N5CCN(C)CC5)ncnc43)C2)cc(OC)c1OC,5.8
O=C1c2ccccc2C(c2nnnn2Cc2ccccc2)N1Cc1ccc2c(c1)OCO2 (stereo unspecified),3.4
CCc1nc2ccc(C(=O)NCc3ccc4c(c3)OCO4)cn2c1N(C)Cc1ccc(OC)cc1,-3.3
CCCCn1nnnc1C(CCc1ccccc1)N1CCN(C/C=C/c2ccccc2)CC1 (stereo unspecified),1.3
CC(N)c1csc(NC(=O)Nc2cccc(C(F)(F)F)c2)n1 (stereo unspecified),4.1
O=C(Nc1ccn(CCOC(=O)c2ccccc2)c(=O)n1)c1ccccc1,2.5
COc1cccc(-c2nc(Cl)nc3cc(Cl)ccc23)c1,2.3
CC1(C(=O)NCc2ccccc2)CCC(=O)N1CCOc1ccccc1 (stereo unspecified),2.1
O=C(Nc1nnc([C@@H]2C[C@H](O)[C@@H](CO)O2)s1)c1cccc2ccccc12,0.1
COCCNC(=O)C1CCCN(C(=O)COCc2ccccc2)CC1 (stereo unspecified),2.6
CCc1nc2ccc(C(=O)NCc3ccc4c(c3)OCO4)cn2c1N(CC)CCN(C)C,0.5
Cc1ccc(C(O)c2ncc(-c3cccc(C(F)(F)F)c3)[nH]2)c(C)c1 (stereo unspecified),1.9
O=C(NC(c1ccc(Cl)cc1)c1ccsc1)C1CCN(Cc2cccc(C(F)(F)F)c2)CC1 (stereo unspecified),-2.2
